Assay outcomes from PubChem.
SUMO1 PPI mod – modulators of SUMO1 protein-protein interactions, primary screen, biochemical, uHTS | Small ubiquitin-related modifier 1 (Homo sapiens), P63165 | SUMO1 binding to a labelled peptide, TR-FRET, 1 h | inhibition, % at 20 µM | 360,000 compounds, 0.33% hits | AID 602429, 2012; in the data active = inhibition above about 37%
Target sequence (P63165 whole entry, looked up): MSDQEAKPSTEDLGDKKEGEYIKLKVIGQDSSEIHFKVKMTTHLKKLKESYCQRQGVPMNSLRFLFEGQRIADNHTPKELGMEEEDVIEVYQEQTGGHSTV
Rpn11 block – Rpn11 (PSMD14) deubiquitinase inhibitors, primary screen, biochemical, fluorescence polarization, uHTS. 26S proteasome non-ATPase regulatory subunit 14 (Homo sapiens), O00487. human 26S proteasome, Ub4-pepOG fluorescence polarization; 20S core pre-blocked with epoxomicin. calls only at 20 µM. 360,000 compounds, 0.59% hits. AID 588493, 2011;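 active = inhibition at 20 µM, scaled to each plate's controls, above about 33%, limit read from the data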
Target sequence (O00487 whole entry, looked up): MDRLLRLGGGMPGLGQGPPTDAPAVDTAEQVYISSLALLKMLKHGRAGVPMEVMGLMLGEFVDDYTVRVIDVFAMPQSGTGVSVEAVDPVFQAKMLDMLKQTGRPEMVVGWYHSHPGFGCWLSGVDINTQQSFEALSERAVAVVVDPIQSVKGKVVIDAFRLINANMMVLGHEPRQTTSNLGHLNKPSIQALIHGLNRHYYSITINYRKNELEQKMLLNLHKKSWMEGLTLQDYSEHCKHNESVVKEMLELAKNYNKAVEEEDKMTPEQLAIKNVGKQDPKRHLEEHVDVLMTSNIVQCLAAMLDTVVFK
MsrA inhibitor – bovine MsrA enzyme inhibitors, primary screen, biochemical, absorbance, HTS | purified bovine MsrA, absorbance read-out | inhibition, % at 15.5 µM | 360,000 compounds, 0.75% hits | AID 651718, 2012; in the data active = inhibition above about 4.5%;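 also: 0% = vehicle wells with enzyme and 100% = reference inhibitor wells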
NadD inh – inhibitors of S. aureus NadD, primary screen, biochemical, colorimetric, uHTS. AID 602399, 2012. Nicotinate-nucleotide adenylyltransferase NadD (Staphylococcus aureus N315). inhibition, % at 20 µM. purified NadD enzyme, colorimetric absorbance read-out. 360,000 compounds, 0.78% hits; in the data active = inhibition above about 26%; also: some compounds past the cut are filed as inactive
LMPTP inh – LMPTP phosphatase inhibitors, primary screen, biochemical, fluorescence intensity, uHTS; AID 651560, 2012; 360,000 compounds, 0.22% hits; Low molecular weight phosphotyrosine protein phosphatase (Homo sapiens), P24666; inhibition, % at 20 µM; recombinant LMPTP-A, OMFP fluorogenic substrate;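 active = compounds that cut the enzyme signal by at least half of the control window in the single-dose screen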;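 also: plate controls were DMSO wells with enzyme plus substrate for no effect and substrate without enzyme for full effect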
Target sequence (P24666 whole entry, looked up): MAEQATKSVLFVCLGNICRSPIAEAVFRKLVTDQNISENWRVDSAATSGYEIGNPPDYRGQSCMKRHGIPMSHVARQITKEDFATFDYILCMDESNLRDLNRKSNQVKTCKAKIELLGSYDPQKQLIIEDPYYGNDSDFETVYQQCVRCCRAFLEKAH
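Test system: LMPTP-A phosphatase enzyme. Amount: LMPTP-A at 0.625 nM final in the reaction. Reagent: OMFP substrate, 400 µM final. Times: 50 min at room temperature. Signal: endpoint fluorescence intensity from OMFP dephosphorylation. Read-out basis: % inhibition. Benchmarks: no-enzyme and uninhibited controls.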
Scp1 inh – Scp-1 phosphatase inhibitors, primary screen, biochemical, colorimetric, uHTS; Carboxy-terminal domain RNA polymerase II polypeptide A small phosphatase 1 (Homo …; Recombinant Scp1, phosphopeptide, malachite green phosphate absorbance; inhibition, % at 20 µM; 340,000 compounds, 0.88% hits;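 active = inhibition above about 50% at 20 µM, limit read from the data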;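 also: plate controls were DMSO wells with enzyme for no effect and wells lacking enzyme for full effect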
Target sequence (Q9GZU7 76-261 limits assumed): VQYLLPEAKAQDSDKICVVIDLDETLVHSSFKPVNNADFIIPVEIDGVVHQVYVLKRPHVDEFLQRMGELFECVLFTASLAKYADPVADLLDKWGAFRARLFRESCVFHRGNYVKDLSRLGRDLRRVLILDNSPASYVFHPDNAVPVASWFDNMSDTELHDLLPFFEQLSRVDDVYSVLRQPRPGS
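Material – SCP-1 phosphatase catalytic domain, residues 76-261 · Buffer or medium – Acidic Tris acetate buffer with magnesium and detergent · Also added – Phospho 17-mer peptide substrate · Compound – single 20 µM dose, 1% DMSO · Times – 45 min room-temperature reaction, 5 min colour, 30 min stabiliser · Technique – Phosphate-binding colour reagent, absorbance read at 630 nm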
TbMetRS inhib – T. brucei MetRS inhibitors, primary screen, biochemical, luminescence; methionyl-tRNA synthetase (Trypanosoma brucei brucei); purified T. brucei MetRS, ATP depletion, Kinase-Glo luminescence; inhibition, % at 11.9 µM; 360,000 compounds, 0.4% hits; AID 624268, 2012;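 active = inhibition above a per-plate cutoff of the control wells' mean inhibition plus 3 SD, cut at about 5.5% in these data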;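 also: 0% = DMSO wells median and 100% = median of wells with control inhibitor compound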
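Assay system: T. brucei methionyl-tRNA synthetase, purified | Medium: HEPES buffer with MgCl2, KCl, DTT, spermine, BSA, pyrophosphatase | Compound: 11.9 µM single point | Incubation: 15 min enzyme-compound preincubation, 2 h reaction, 10 min detection, 25 °C | Measured by: Kinase-Glo luciferase luminescence reporting remaining unconsumed ATP | Measure: % inhibition normalized to control-well medians | Replication: Singlicate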
STEP inh – STEP phosphatase inhibitors, primary screen, biochemical, fluorescence intensity, uHTS. inhibition, % at 20 µM. recombinant STEP, OMFP fluorogenic substrate. Tyrosine-protein phosphatase non-receptor type 5 (Homo sapiens), P54829. 360,000 compounds, 0.25% hits;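 active = inhibition at 20 µM, scaled per plate between control wells, above about 37%, limit read from the data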;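 also: 0% = DMSO with enzyme and substrate and 100% = substrate only without enzyme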
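Test system: STEP tyrosine phosphatase / Reagent: OMFP at 25 µM / Doses: 20 µM, 1% DMSO / Read-out: percent inhibition scaled to no-enzyme and uninhibited-enzyme controls, plate-pattern corrected / Detection: FITC-channel fluorescence of OMFP product / Medium: Bis-Tris buffer pH 6.0, 2.5 mM DTT, 0.005% Tween 20 / Schedule: 20 min at room temperature, dark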
DNMT1 block – human DNMT1 methyltransferase inhibitors, primary screen, biochemical, molecular beacon, fluorescence, HinP1I cleavage, uHTS. inhibition (reported as % activation of signal), % at 10 µM. 360,000 compounds, 0.83% hits; in the data active = inhibition above about 50%
CSN deneddyl inh – inhibitors of CSN-mediated cullin deneddylation, primary screen, biochemical, fluorescence polarization, uHTS; COP9 signalosome complex subunit 5 (Homo sapiens), Q92905; Purified CSN, SCF-Nedd8-OG deneddylation; inhibition, % at 12.5 µM; 360,000 compounds, 0.38% hits; AID 651999, 2013;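 active = pattern-corrected inhibition above about 35%, with an unprinted fluorescence ratio check between 0.5 and 1.5, limit read from the data, passing the limit was not always enough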;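 also: 0% = enzyme with substrate and 100% = substrate without enzyme; some results filed as inactive read as strong as hits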
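Detection – fluorescence polarization · System – HEK293T-derived human Csn5 enzyme · Controls – substrate-only high control, full reaction low control · Timing – 90 min, room temperature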
Numbers without * were called inactive; i = inactive; · = no result given; + = active, no number.

SMILES	SUMO1 PPI mod	Rpn11 block	MsrA inhibitor	NadD inh	LMPTP inh	Scp1 inh	TbMetRS inhib	STEP inh	DNMT1 block	CSN deneddyl inh
CC(=O)c1cc(CC(=O)N2CCc3c([nH]c4ccccc34)C2c2ccccn2)cs1 (stereo not drawn)	8	i	0.3	-2	-0.7	-1	-1.4	2	0	-2
COC(=O)c1cccc(N2C(=O)C3CC=CCC3C2=O)c1 (stereo not drawn)	-2	i	-2.1	0	1.0	-5	0.1	-2	2	-2
CCOc1ccccc1C=NNC(=O)C1CC1	-7	i	0.6	-1	-0.3	-8	-0.1	-2	-1	1
COc1ccc(C2=C(Nc3ccc(C)cc3)c3ccccc3C2=O)cc1	-5	i	-0.1	5	2.6	-5	0.0	-4	4	3
CCCCc1ccccc1NC(=S)NC1CCCC1	1	i	-1.1	1	-0.2	-2	-0.1	2	0	-1
CCOC(=O)N1CCC(N2CCCC(C(=O)c3ccccc3OC)C2)CC1 (stereo not drawn)	1	i	0.6	0	-0.2	-7	-0.8	-3	1	1
Nc1sccc1C(=O)NC1CC1	3	·	0.6	·	15	·	-0.5	·	·	-9
O=C(Cc1ccccc1)NNC1=NS(=O)(=O)c2ccccc21	-1	i	2.9	4	0.4	-3	0.2	0	3	-17
COc1cccc2cc(C(=O)NCc3ccccc3)c(=N)oc12	-23	i	-0.1	-2	4.9	-12	-0.2	-4	0	3
COc1cccc(C(=O)NC2CCN(CC(=O)Nc3cccc(C)c3C)CC2)c1	-3	i	-1.0	-9	-0.6	-6	-0.6	-4	0	1
CCCCOc1ccc(S(=O)(=O)N2CCCCCC2)cc1	0	i	-0.2	2	2.2	-6	-0.4	1	1	0
COCCN(CCOC)Cc1c(O)ccc2c3c(c(=O)oc12)CCC3	-2	i	1.3	-2	2.2	-1	-0.6	6	-3	0
COc1cccc(NC(=O)c2cc(Cl)nnc2Cl)c1	-7	i	0.4	8	-0.1	-10	-0.6	0	2	-3
Nc1ccccc1Nc1ccc([N+](=O)[O-])cc1[N+](=O)[O-]	-24	i	17*	-1	1.5	-7	-0.4	-3	46	5
O=C(Nc1ccccc1C(=O)O)c1cc(S(=O)(=O)N2CCCCCC2)ccc1Cl	8	i	0.6	-2	-1.0	2	-0.7	3	2	-4
CC1(C(=O)OCC(=O)Nc2ccccc2Cl)CC1(Cl)Cl (stereo not drawn)	-4	i	0.1	0	1.0	-1	-1.4	-3	0	-4
Cc1ccccc1NC(=O)NC1(C(=O)NCc2ccco2)CCCCC1	4	i	0.3	-4	-0.7	-5	0.6	2	-1	3
COCc1cc(C)nc(OCC(=O)N/N=C/c2ccc(OC)c(O)c2)c1C#N	-2	i	1.4	-2	-1.0	-1	-0.6	1	3	-2
Cc1cc(C)c2c(=O)c3c(oc2c1)C(=O)N(CCO)C3c1cccc(O)c1 (stereo not drawn)	-9	i	0.0	-4	1.1	-1	-1.4	2	0	4
CCCS(=O)(=O)N1CCN=C1SCc1ccc(C)cc1	5	i	0.0	-10	0.2	-4	-0.2	-6	-1	-4
Cc1cc(C(=O)Nc2c(C)n(C)n(-c3ccccc3)c2=O)on1	0	i	0.5	-3	0.6	-10	-0.4	-1	2	-2
CSc1ccc(NC(=O)Nc2cccn(Cc3ccccc3)c2=O)cc1	-1	i	2.1	-8	2.2	-13	-0.4	-3	-4	-2
CCc1cc(C(=O)OC)c(NC(=O)CC2Sc3ccc(C(F)(F)F)cc3NC2=O)s1 (stereo not drawn)	-2	i	-0.7	8	-1.0	-11	-0.2	0	10	2
COCCOC(=O)c1[nH]c2c(c1C)C(=O)CC(c1cc(OC)ccc1OC)C2 (stereo not drawn)	-1	i	-0.3	-4	1.1	-8	-0.3	0	-1	-3
CN1CCN(C(=O)c2ccc(S(=O)(=O)c3ccc(Br)cc3)cc2)CC1	0	i	-0.1	-3	1.1	-12	-0.8	0	0	3

Continuation.
SMILES	SUMO1 PPI mod	Rpn11 block	MsrA inhibitor	NadD inh	LMPTP inh	Scp1 inh	TbMetRS inhib	STEP inh	DNMT1 block	CSN deneddyl inh
N#Cc1ccccc1CSc1nc2ccc(NC(=O)c3ccccc3C(=O)O)cc2s1	7	i	0.8	8	0.6	15	-0.1	-3	-20	-14
COCC(=O)N(Cc1cc2ccc(C)cc2[nH]c1=O)c1ccc(C)cc1C	-1	i	0.0	-5	-1.2	-7	-0.4	1	1	-3
CCOc1ccccc1NC1=C(Cl)C(=O)N(c2ccc(OC)cc2)C1=O	-17	i	0.9	-2	1.5	-6	-0.8	-3	-2	3
COc1cc(C)c(NC(=O)COc2ccc3c(c2)OCO3)cc1C	2	i	0.8	-5	-0.3	35	-0.2	-1	-1	0
O=C(O)c1sc2cc(C(F)(F)F)cnc2c1-c1cccs1	-6	i	0.0	-5	0.9	1	-0.8	0	1	-14
CN(CC(=O)Nc1ccc(F)cc1)C(=O)COC(=O)c1cc([N+](=O)[O-])ccc1N1CCOCC1	-30	i	·	-1	-0.1	-1	0.1	-2	-3	4
COc1cccc(CN(C)C(=O)c2ccccc2Sc2ccccc2C#N)c1	6	i	0.5	-3	0.5	-7	-0.5	-1	-1	5
CS(=O)(=O)N1CCN(c2ccccc2F)CC1	3	i	0.0	1	-0.7	-5	-0.6	-5	4	-1
Cc1nn(-c2ccc(F)cc2)c(-n2cccc2)c1C(=O)N1CCN(C(=O)c2ccco2)CC1	-1	i	-0.4	2	-1.6	-5	-0.4	0	2	-5
COCc1cc(C)nc(SCc2ccc([N+](=O)[O-])cc2)c1C#N	-12	i	1.1	-5	0.9	-5	-1.8	3	-7	-1
Cc1cc(C(=O)N/N=C2\CCCc3ccccc32)c(C)o1	-2	i	-0.4	0	-1.2	-3	-0.8	-3	0	4
Cc1ccc(C(=O)COC(=O)c2ccc(-c3cnc4ccccc4n3)cc2)cc1C	28	i	1.0	8	-0.2	-8	-0.3	-1	0	0
N#C/C(=C\c1ccccn1)c1nc2ccccc2s1	-21	i	-0.8	1	8.8	-9	-0.3	-29	0	-66
N#CC(C#N)=Cc1ccc(OC(=O)c2ccccn2)cc1	4	i	0.3	1	-0.7	-10	0.2	3	3	-2
Cc1ccc(CNCc2ccc3c(c2)OCO3)cc1	3	i	-1.1	-4	0.5	-8	-0.3	1	4	-1
COc1ccc(CN2CCN(C(=O)Cn3nc(C(=O)O)c4ccccc4c3=O)CC2)cc1F	-13	i	0.1	0	0.2	57*	-0.1	0	0	2
O=C1Nc2ccccc2C1=Nc1cccc([N+](=O)[O-])c1	-29	i	-0.2	-4	-0.4	15	-0.1	12	11	0
Cn1c(CC(=O)Nc2ccc(Cl)c(Cl)c2)nnc1SCC(=O)N1CCN(c2ccccc2)CC1	-2	i	-0.4	-5	2.7	-2	1.3	-2	-16	3
Cc1cc(Cl)c2oc(C(=O)N(C)Cc3nccn3C)c(C)c2c1	6	i	-0.6	-1	0.6	0	0.1	-3	0	-2
COc1cc(/C=N\NC(=O)c2sc(N)nc2C)cc(OC)c1OC	5	i	7.0*	-4	4.0	-5	0.5	1	8	-5
COc1ccc(NS(=O)(=O)c2ccc(Oc3ncccn3)cc2)cc1	-1	i	0.0	-20	-2.1	1	-1.0	0	2	-3
CC(Sc1nc2ncc(Cl)cc2[nH]1)C(=O)c1c(N)n(C)c(=O)n(C)c1=O (stereo not drawn)	6	i	3.5	0	-1.5	-2	0.5	6	-1	2
CCc1cc(Cn2nc(C(=O)O)cc2-c2ccccc2)on1	6	i	-0.9	-2	-0.4	13	0.2	2	2	103
Cc1ccc(-c2nc(CS(=O)(=O)CC(=O)N3CC(C)CC(C)C3)c(C)o2)cc1 (stereo not drawn)	3	i	1.0	-2	-0.3	-14	-0.3	1	-1	1
CC(=O)N1CCCc2cc(S(=O)(=O)N3CCc4ccccc4C3)ccc21	-1	i	1.4	-6	2.7	-7	0.4	2	-2	7

3 compounds from above, reduced to SUMO1 PPI mod.
molecule | SUMO1 PPI mod
Cc1cc(Cl)c2oc(C(=O)N(C)Cc3nccn3C)c(C)c2c1 | 6
COc1cc(/C=N\NC(=O)c2sc(N)nc2C)cc(OC)c1OC | 5
COc1ccc(NS(=O)(=O)c2ccc(Oc3ncccn3)cc2)cc1 | -1

Carrying on.
SMILES	SUMO1 PPI mod	Rpn11 block	MsrA inhibitor	NadD inh	LMPTP inh	Scp1 inh	TbMetRS inhib	STEP inh	DNMT1 block	CSN deneddyl inh
N#Cc1ccc2ccn(CC(=O)NCc3ccccc3)c2c1	1	i	0.4	2	-0.7	7	-0.4	0	-11	4
COc1ccc(CCNC(=O)CSc2ccsc2[N+](=O)[O-])c(OC)c1	-14	i	-0.1	0	3.1	12	0.3	4	-6	1
CC(C)CCn1c(=O)c2ccccc2n2c(=S)[nH]nc12	12	i	-0.1	0	-2.3	14	0.3	2	-2	-5
Cc1ccc2nc3c(cc(C(=O)NCc4ccco4)c(=N)n3Cc3ccco3)c(=O)n2c1	-14	i	0.7	19	11	69*	0.3	5	36	28
CCOC(=O)N1CCc2c(sc(NC(=O)c3ccc(S(=O)(=O)N4CCCC4)cc3)c2C#N)C1	-20	+	1.1	15	1.3	-8	0.3	-2	-9	16
Cc1nc2c(C)cccn2c1/C(O)=C1\C(=O)C(=O)N(CCN2CCOCC2)C1c1ccncc1 (stereo not drawn)	-12	i	1.5	0	-6.0	-5	-0.3	0	0	-1
